bIAP inh: blocks bovine intestinal alkaline phosphatase activity; purified bovine IAP, CDP-star luminescence, 30 min; inhibition, % at 20 µM; 190,000 tested, under 10 active; AID 1019;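 active = over 50% inhibition of intestinal alkaline phosphatase at 20 µM in the single-dose screen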
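Assay system: bovine IAP enzyme; medium: DEA buffer 100 mM, pH 9.8, with MgCl2 1.0 mM, ZnCl2 0.02 mM; doses: 20 µM single dose; incubation: enzyme reaction for 30 min at room temperature; detection: CDP-star luminescence signal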
DTT redox prof: compounds producing H2O2 with reducing agent – biochemical, NIH compound library profiling, artefact control for MLSCN library redox annotation, primary screen. DTT-dependent redox cycling H2O2, phenol red/HRP absorbance; 100% = 100 µM peroxide control, 0% = buffer. activation, % at 10 µM. 0.03% of 200,000 active;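 active = activation of at least 50% relative to the plate's high and low controls in the primary single-dose screen; inactive = activation below 50%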;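 note: compound incubated with DTT at 0.8 mM final as the reducing agent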
PPARg SRC-2 ag: PPARgamma-driven SRC-2 recruitment agonism. P37231. PPARgamma LBD-SRC-2 recruitment, biochemical. activation, % at 8 µM. 0.34% of 200,000 active; in the data active = activation above about 22%;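 note: 0% = vehicle and 100% = reference agonist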
PPARg SRC3 recr: PPARgamma-driven SRC-3 recruitment agonism | P37231 | biochemical PPARgamma/SRC-3 coactivator recruitment assay | activation, % at 8 µM | 0.26% of 200,000 active | AID 731; in the data active = activation above about 23%;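 note: 0% = DMSO and 100% = reference agonist; some compounds past the cut are filed as inactive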
L major viab: Leishmania major promastigote growth inhibition; Leishmania major promastigotes, resazurin fluorescence viability; inhibition, % at 10 µM; 9% of 200,000 active; AID 1063; in the data active = inhibition above about 50%;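 note: promastigotes grown with compound for 44 hours at 28 °C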
PPARg SRC-1 ag: agonists of human PPARgamma SRC-1 coactivator recruitment | PPARgamma-SRC-1 coactivator recruitment biochemical assay | activation, % at 8 µM | 0.41% of 200,000 active | AID 631; in the data active = activation above about 19%;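 note: 0% = DMSO and 100% = reference agonist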
bIAP activator: intestinal alkaline phosphatase (bovine) activation; purified bovine IAP, CDP-star luminescence, 30 min; hits give high values; fold of DMSO-control signal, blank-subtracted; AID 1016; activation factor at 20 µM; 0.17% of 200,000 active;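 active = activation factor of 2 or more at 20 µM, a signal rise over negative controls twice the positive control's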
ROMK mod: modulators of human ROMK potassium channel. P48048. 2% of 130,000 active. B-score at 10 µM. Tet-inducible ROMK, thallium flux fluorescence; actives lie on both sides. AID 1918;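 active = signal ratio slope over the read window, or its plate-corrected B-score, at least 3 SD from the plate mean, either direction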;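 note: B-score of the F/F0 ratio slope over 7 to 12 s after thallium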
TR-FRET SRC-2 ct: flags TR-FRET format artefacts in PPARgamma SRC-2 recruitment agonist screen; TR-FRET artefact counter-screen; hits give high values; TR-FRET ratio at 8 µM; 0.4% of 200,000 active; AID 1049; in the data active = TR-FRET ratio above about 2000; note: inactives centre near 1500; reference of the scale not given here
S1P3 antagonist: blocks the human S1P3 receptor | Q99500 | CHO S1P3 NFAT-BLA reporter, FRET fluorescence, antagonist mode | inhibition, % at 4.98 µM | 0.27% of 170,000 active;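 active = inhibition above the plate cutoff, the mean inhibition of test wells on that plate plus 3 SD, cut at about 28% in these data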;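 note: cells challenged with S1P at its EC80 of 0.8 µM; blue over green emission ratio from cleaved BLA substrate after 4 h stimulation; 0% = S1P-stimulated wells and 100% = unstimulated DMSO-only wells; some compounds past the cut are filed as inactive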
TLR4 MyD88 comp: TLR4-MyD88 interaction inhibition in cells | HeLa CL3-4 TLR4/MyD88 BLA complementation, FRET ratio | inhibition, % at 8.4 µM | 0.18% of 200,000 active | AID 861; in the data active = inhibition above about 25%;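 note: 0% = vehicle and 100% = reference inhibitor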
Target sequence (O00206 whole entry, looked up): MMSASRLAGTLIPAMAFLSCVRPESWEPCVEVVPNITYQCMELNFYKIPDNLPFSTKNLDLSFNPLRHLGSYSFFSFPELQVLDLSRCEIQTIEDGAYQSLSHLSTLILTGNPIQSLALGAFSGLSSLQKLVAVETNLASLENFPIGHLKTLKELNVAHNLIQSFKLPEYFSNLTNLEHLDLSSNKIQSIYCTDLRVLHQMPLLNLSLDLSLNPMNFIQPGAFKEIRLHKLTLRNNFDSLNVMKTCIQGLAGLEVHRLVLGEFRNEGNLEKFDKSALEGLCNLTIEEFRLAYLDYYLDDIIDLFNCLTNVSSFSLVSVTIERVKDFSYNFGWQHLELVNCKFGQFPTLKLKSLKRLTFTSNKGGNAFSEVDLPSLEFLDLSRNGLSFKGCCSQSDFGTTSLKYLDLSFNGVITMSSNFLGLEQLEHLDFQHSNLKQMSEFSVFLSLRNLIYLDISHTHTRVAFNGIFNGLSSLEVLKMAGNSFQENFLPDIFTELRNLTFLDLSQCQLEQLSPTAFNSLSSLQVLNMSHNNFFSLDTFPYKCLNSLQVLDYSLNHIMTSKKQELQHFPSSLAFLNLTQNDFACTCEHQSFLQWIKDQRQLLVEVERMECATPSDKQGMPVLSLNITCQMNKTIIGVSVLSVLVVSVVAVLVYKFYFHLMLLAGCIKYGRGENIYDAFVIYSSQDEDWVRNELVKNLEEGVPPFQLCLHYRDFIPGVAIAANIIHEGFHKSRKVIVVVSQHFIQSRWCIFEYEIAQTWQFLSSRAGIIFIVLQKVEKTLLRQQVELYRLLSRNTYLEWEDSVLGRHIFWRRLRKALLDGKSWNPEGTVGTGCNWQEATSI
Target sequence (Q99836 whole entry, looked up): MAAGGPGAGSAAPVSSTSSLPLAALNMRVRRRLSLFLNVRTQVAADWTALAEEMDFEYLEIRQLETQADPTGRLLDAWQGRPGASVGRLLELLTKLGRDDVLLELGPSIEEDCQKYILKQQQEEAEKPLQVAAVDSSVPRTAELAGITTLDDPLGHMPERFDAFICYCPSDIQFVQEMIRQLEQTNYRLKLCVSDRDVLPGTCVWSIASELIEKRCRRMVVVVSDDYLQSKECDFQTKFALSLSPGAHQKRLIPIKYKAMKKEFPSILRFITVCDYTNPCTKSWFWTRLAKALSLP
Numbers without * were called inactive; nt = not tested or not shown.

The line under a structure holds: bIAP inh	DTT redox prof	PPARg SRC-2 ag	PPARg SRC3 recr	L major viab	PPARg SRC-1 ag	bIAP activator	ROMK mod	TR-FRET SRC-2 ct	S1P3 antagonist	TLR4 MyD88 comp
COc1ccc(CC(NC(C)=O)C(=O)NC2CCN(C(=O)Nc3ccc(C#N)cc3)CC2)cc1OC (stereo not drawn)
 : 6.9	3.7	-16.0	9.7	1.7	-1.2	0.9	nt	1384	-8.4	-12.1
O=S(=O)(c1ccc(Cl)s1)N1CCCCC1
 : 11.9	0.1	5.9	-2.9	-4.8	-3.0	0.9	-0.0033	1668	0.2	-12.6
CCOC(=O)CNC(=O)CCNS(=O)(=O)c1ccc2c(c1)c(=O)n(C)c(=O)n2C
 : 11.1	0.1	-3.9	7.5	0.5	1.1	0.9	-0.285	1573	nt	-4.8
Cc1ccc(C(=O)c2ccc(N3CCOCC3)c(F)c2)cc1
 : 7.1	0.7	2.2	-4.0	23.1	-3.1	0.9	-0.69	1387	nt	3.2
CCCCC(CC)C(=O)Nc1ccccc1C#N (stereo not drawn)
 : 3.4	3.4	7.4	19.0	-2.3	9.1	1	nt	1555	-37.8	-7.5
Cc1cc(NC(=O)/C=C/C(=O)N(CC(=O)NC2CCCC2)c2cccc3ccccc23)no1
 : -7.5	0.3	6.5	-2.5	95.7*	-4.4	1.1	-3.99*	1552	-2.2	6.6
Cc1ccc(CSc2nnc(CNc3ccc(F)cc3)o2)cc1
 : 37.2	-2.1	-2.3	-0.8	10.5	1.6	0.6	nt	1415	-5.1	4.6
O=S(=O)(c1ccc(Cl)cc1)N1CCN(C(=S)Nc2ccc(F)c(Cl)c2)CC1
 : 9.3	-0.1	1.4	3.1	17.2	-3.9	0.9	nt	1727	9.8	-8.5
CC(=O)c1cccc(NC(=O)N2CCc3ccccc3C2)c1
 : 15.4	0.7	0.7	-5.4	-1.7	-3.2	0.8	-0.0224	1540	-15.4	-1.5
Cc1ccccc1NC(=O)c1cc(S(=O)(=O)N2CCOCC2)cs1
 : -2.0	0.9	14.9	-4.5	-0.1	-1.2	1	0.189	1620	-20.3	5.6
Cc1cc(/C=N/NC(=O)c2ccc(CN3CCOCC3)cc2)c(C)n1-c1ccccc1
 : -9.7	1.0	-0.6	-8.8	6.7	9.4	1.1	nt	1520	nt	4.9
COc1ccc(OC)c(NC(=O)Nc2ccc(Cl)cc2)c1
 : 12.6	0.2	7.2	10.0	15.0	0.3	0.9	-0.259	1533	nt	-14.0
COc1ccccc1OCC(O)Cn1c(=N)n(CCN2CCCCC2)c2ccccc21 (stereo not drawn)
 : -8.6	3.3	8.2	-3.1	64.9*	7.4	1.1	nt	1589	nt	3.1
COc1ccc(-c2noc(CN(C)S(=O)(=O)c3ccc(C)cc3)n2)cc1
 : 14.2	2.2	10.8	-1.5	-2.3	2.0	0.9	-0.284	1499	-25.1	5.1
CC(C)Cc1nnc(NC(=O)CCC(=O)Nc2ccc(F)cc2)s1
 : 15.6	-0.1	-1.2	-5.9	-2.3	-1.1	0.8	0.0211	1382	nt	1.8
COc1ccc(Cl)cc1C(=O)n1nc(C)cc1C
 : 4.0	0.0	-2.0	-4.7	0.8	-3.3	1	-0.643	1349	nt	-3.2
CC(c1nc2ccccc2c(=O)[nH]1)N1CCN(C)CC1 (stereo not drawn)
 : 6.6	0.1	4.2	11.0	-5.0	3.7	0.9	0.0762	1759	nt	11.5
O=C(N/N=C\c1cn[nH]c1-c1ccccc1)c1cccs1
 : 3.7	-0.7	5.3	-0.4	-8.0	2.0	1	0.668	1538	3.1	-3.8
N#Cc1ccc(COC(=O)Cn2nnc(-c3ccccc3)n2)cc1
 : -11.1	2.4	-1.9	-3.6	0.1	1.3	1.1	nt	1642	12.2	-20.9
COC(=O)c1cccc(NC(=O)/C=C/c2ccc([N+](=O)[O-])cc2)c1
 : 24.0	1.0	-0.7	0.1	-4.4	8.3	0.8	-0.0202	1720	-6.4	-25.0

(further entries)
The line under a structure holds: bIAP inh	DTT redox prof	PPARg SRC-2 ag	PPARg SRC3 recr	L major viab	PPARg SRC-1 ag	bIAP activator	ROMK mod	TR-FRET SRC-2 ct	S1P3 antagonist	TLR4 MyD88 comp
O=C(O)CCC(=O)Nc1ccc(N2CCCCC2)c(C(=O)O)c1
 : -1.6	2.4	3.5	-0.6	-5.7	5.0	1	0.628	1463	nt	15.1
COCCNC(=O)c1ccccc1NC(=O)Cc1ccccc1
 : -11.9	0.3	-2.0	0.1	-6.7	2.5	1.1	nt	1471	-11.6	2.7
Cc1ccc(C)c(OCCOCCN2CCOCC2)c1
 : -8.6	1.1	-3.2	3.5	91.8*	-6.2	1.1	nt	1679	24.5	-4.5
CCN1/C(=C/C(C)=O)Sc2ccc(OC)cc21
 : 2.3	-0.1	7.5	1.7	-5.3	3.0	1	nt	1714	-7.5	-2.6
C[C@@H](C(=O)N1CCN(C(=O)OC(C)(C)C)CC1)n1cc(CCC(=O)O)nn1
 : 19.9	-0.2	1.6	6.5	-5.4	-2.0	0.8	nt	1623	-4.2	6.0
CN=c1scc(-c2c[nH]c3ccccc23)n1C
 : 5.9	0.0	0.1	0.6	-2.6	2.6	0.9	-0.235	1715	-20.8	-5.3
CN1CCN(C(=O)c2cnn3c(C(F)F)cc(C4CC4)nc23)CC1
 : 13.2	0.4	-3.2	3.6	-8.9	-6.6	0.9	1.02	1603	0.1	1.4
CN(CCOC(=O)c1ccco1)Cc1ccccc1
 : 1.9	-0.2	5.6	9.0	-0.5	3.5	1	-0.106	1663	nt	-1.9
C=CCn1c(SCC(=O)NCc2ccccc2)nnc1C1CCCCC1
 : 9.4	0.4	1.6	6.5	77.7*	1.5	0.9	nt	1601	nt	-1.9
CNS(=O)(=O)c1ccc(NC(=O)c2cncc(Br)c2)cc1
 : 1.7	0.1	-0.5	2.7	-0.7	4.8	1	0.32	1543	-7.7	-8.0
C=CCNC(=O)c1ccccc1Cl
 : 1.7	1.3	-1.4	2.5	-5.0	7.6	1	nt	1513	-4.0	4.5
CS(=O)(=O)N1CCC(C(=O)NCc2ccc(F)cc2)CC1
 : 2.7	-0.1	3.0	6.3	-7.6	4.2	1	-0.979	1572	-10.3	15.7
O=C(CSc1n[nH]c(-c2ccncc2)n1)NCCc1ccccc1
 : 9.3	1.9	4.6	9.0	-5.5	0.1	0.9	-0.0157	1731	11.2	-9.0
C=CCNC(=O)CSc1nnc(-c2ccncc2)n1CCc1ccccc1
 : -5.6	0.5	3.1	-1.0	-2.8	0.1	1.1	-0.134	1595	nt	-8.3
O=C(Nc1ccc(F)cc1)c1ccc(CSc2ccccc2)o1
 : 13.9	0.0	-2.4	-1.5	1.0	-1.4	0.9	nt	1495	6.1	10.9
Cc1ccc(-c2nc(C)sc2CC(=O)OCC(=O)Nc2cccc([N+](=O)[O-])c2)cc1
 : 3.5	-0.9	13.5	5.1	-1.4	4.2	1	-1.69	1628	-4.4	-1.3
N#Cc1c(NC(=O)c2cc([N+](=O)[O-])ccc2N2CCOCC2)sc2c1CCCC2
 : -7.7	-0.2	11.1	3.4	-5.2	-3.4	1.1	0.114	1784	-11.6	8.6
Cc1ccc(-n2c(C)nn(CCOc3ccccc3)c2=O)cc1
 : 1.9	0.1	4.6	-1.6	-8.7	5.8	1	-0.216	1576	8.9	-2.6
Cn1c(-c2ccc(C=O)s2)nc2c3ccccc3c3ccccc3c21
 : 9.9	7.1	4.7	-5.6	67.7*	1.5	0.9	0.843	1518	nt	47.4*
Cc1ccc(S(=O)(=O)Nc2nc(C)c(C(=O)N/N=C/c3ccccc3)s2)cc1
 : 5.3	-1.0	2.3	3.7	1.5	2.1	0.9	-0.102	1513	-6.7	-5.6

(further entries)
The line under a structure holds: bIAP inh	DTT redox prof	PPARg SRC-2 ag	PPARg SRC3 recr	L major viab	PPARg SRC-1 ag	bIAP activator	ROMK mod	TR-FRET SRC-2 ct	S1P3 antagonist	TLR4 MyD88 comp
CC(C)(C)c1cc2cccnc2n1Cc1cccc(F)c1
 : -3.2	1.2	0.4	6.7	6.4	7.3	1	nt	1692	nt	6.8
CC(C)C(=O)NCCc1nc2ccccc2n1C
 : -1.6	1.1	10.2	17.5	-5.3	8.1	1	0.225	1908	-5.4	11.2
COC(=O)c1ccc(NC(=O)CN2CCC(NC(=O)c3ccco3)CC2)cc1
 : 0.2	0.2	-1.0	-0.2	2.2	4.6	1	-0.0841	1682	-5.6	1.8
CC(C)C(=O)Nc1ccc(C(=O)NCc2cccnc2)cc1
 : 10.7	-0.1	7.6	2.0	-7.2	5.8	0.9	nt	1594	-10.8	0.9
O=C(CN1C(=O)S/C(=C\c2ccc(F)cc2)C1=O)Nc1cccc(S(=O)(=O)NCc2ccco2)c1
 : 16.4	-1.2	6.5	2.9	-0.2	1.0	0.8	-0.665	1654	-123.5	-6.1
O=C(CSc1nc(-c2cccs2)cc(C(F)(F)F)n1)NCCCN1CCOCC1
 : -20.6	-0.1	4.2	-0.8	14.9	1.5	1.2	0.551	1404	-4.5	-7.3
Cc1ccc(Oc2nc3c(c(=O)n(Cc4ccccc4F)c(=O)n3C)n2C)cc1
 : 11.7	0.5	8.8	10.2	12.2	-3.0	0.9	-0.0237	1567	nt	-0.5
COc1cccc(C(=O)c2c[nH]c(C(=O)NCc3cccs3)c2)c1
 : 15.9	-0.4	-3.9	0.5	-2.3	4.1	0.8	nt	1596	nt	5.0
CC1C2CC(C(CN(C)C)/C2=N/O)C1(C)C (stereo not drawn)
 : 6.1	-1.2	-1.9	5.4	-1.1	3.5	0.9	nt	1569	-30.3	-5.5
Cc1ccc(-c2cc(-c3ccccc3Cl)[nH]n2)c(O)c1
 : -5.7	-1.1	1.3	9.6	23.1	-3.9	1.1	nt	1691	-14.8	4.7
